DAX1 inh-1 = DAX1 (NR0B1) inhibitors on StAR promoter, primary screen, cell-based, luminescence, SF-1 (NR5A1), full-length DAX-1; HEK293T StAR-luciferase reporter, SF-1/DAX-1 repression relief; inhibition, % at 6.8 µM; 370,000 tested, 1.1% active; AID 652010, 2013;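 active = inhibition above the mean over all tested compounds plus 3 SD, cut at about 3.6% in these data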;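 note: 0% = DAX-1 cells with DMSO and 100% = cells lacking DAX-1 with DMSO; higher inhibition means more luminescence from relief of DAX-1 repression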
GC-A act = GC-A stimulated cGMP production enhancers – HEK293 GC-A cells, cGMP TR-FRET, EC30 ANP, primary screen; Atrial natriuretic peptide receptor 1 (Homo sapiens), P16066; activation, % at 10 µM; 0% at EC30 ANP, 100% saturating ANP; 370,000 tested, 0.14% active; in the data active = activation above about 40%
DAX1 inh-2 = DAX1 (NR0B1) inhibitors, primary screen, cell-based, HEK293, Gal4-DAX1, luciferase luminescence; inhibition, % at 6.75 µM; HEK293 Gal4-DAX1 luciferase reporter; AID 504766, 2011; 340,000 tested, 0.99% active; Nuclear receptor subfamily 0 group B member 1 (Homo sapiens), P51843;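 active = inhibition above the mean over all tested compounds plus 3 SD, cut at about 4.2% in these data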;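 note: 0% = DAX1-transfected cells with DMSO and 100% = empty-vector control cells with DMSO; inhibition shows as a rise in luminescence from relieved DAX1 repression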
Target sequence (P51843 207-470 limits assumed): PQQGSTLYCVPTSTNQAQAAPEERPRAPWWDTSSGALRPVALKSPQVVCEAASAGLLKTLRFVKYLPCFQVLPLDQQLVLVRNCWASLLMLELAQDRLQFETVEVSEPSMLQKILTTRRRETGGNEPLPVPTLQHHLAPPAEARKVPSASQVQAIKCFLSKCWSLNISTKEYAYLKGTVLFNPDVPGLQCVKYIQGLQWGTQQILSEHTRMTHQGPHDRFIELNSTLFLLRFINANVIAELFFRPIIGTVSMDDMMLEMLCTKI
GAA850 FXN act = FXN promoter activators, primary screen, cell-based, luciferase luminescence, HEK293 lucGAA850. HEK293 lucGAA850 FXN promoter luciferase reporter, 24 h; percent of 10 µM SAHA response. activation, % at 6 µM. 360,000 tested, 0.56% active;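 active = activation above the average of all compounds screened plus 3 SD, cutoff fixed separately per campaign, cut at about 7.5% in these data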;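 note: 0% = DMSO wells and 100% = 10 µM SAHA wells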
hcDAF-12 act = H. contortus DAF-12 nuclear receptor activators, primary screen, cell-based, luminescence, HEK293, lit1-tk-luc reporter. HEK293 hcDAF-12 lit1-tk-luc reporter; 0% DMSO, 100% Δ7-dafachronic acid. activation, % at 6.8 µM. AID 652067, 2013. 370,000 tested, 1.4% active;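 active = activation above the mean of all tested compounds plus 3 SD, cut at about 5.5% in these data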;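 note: 100% = response to 3 µM Δ7-dafachronic acid high control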
hgDAF12 agonist = H. glycines DAF-12 receptor agonists, primary screen, cell-based, luminescence, HEK293, GAL4 fusion, UAS-luciferase; Nuclear hormone receptor DAF-12 (Heterodera glycines), GAL4 fusion; HEK293 GAL4-hgDAF12 UAS-luciferase reporter, agonist luminescence; normalized to butyrate control; activation, % at 6.8 µM; 370,000 tested, 1.8% active;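 active = activation above a cutoff set at the mean of all screened compounds plus 3 SD, cut at about 10% in these data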;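 note: 0% = DMSO wells and 100% = sodium butyrate wells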
ADAM10 inh = human ADAM10 inhibitors, primary screen, biochemical, QFRET, HTS; Disintegrin and metalloproteinase domain-containing protein 10 (Homo sapiens), O14672; inhibition, % at 7 µM; recombinant ADAM10, EDANS/DABCYL FRET peptide cleavage, 3 h; 370,000 tested, 0.62% active;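 active = inhibition above a per-campaign cutoff equal to the mean of compounds falling between control-based bounds plus 3 SD, cut at about 20% in these data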;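 note: 0% = DMSO wells while the 100% control is not disclosed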
Target sequence (O14672 214-748 limits assumed): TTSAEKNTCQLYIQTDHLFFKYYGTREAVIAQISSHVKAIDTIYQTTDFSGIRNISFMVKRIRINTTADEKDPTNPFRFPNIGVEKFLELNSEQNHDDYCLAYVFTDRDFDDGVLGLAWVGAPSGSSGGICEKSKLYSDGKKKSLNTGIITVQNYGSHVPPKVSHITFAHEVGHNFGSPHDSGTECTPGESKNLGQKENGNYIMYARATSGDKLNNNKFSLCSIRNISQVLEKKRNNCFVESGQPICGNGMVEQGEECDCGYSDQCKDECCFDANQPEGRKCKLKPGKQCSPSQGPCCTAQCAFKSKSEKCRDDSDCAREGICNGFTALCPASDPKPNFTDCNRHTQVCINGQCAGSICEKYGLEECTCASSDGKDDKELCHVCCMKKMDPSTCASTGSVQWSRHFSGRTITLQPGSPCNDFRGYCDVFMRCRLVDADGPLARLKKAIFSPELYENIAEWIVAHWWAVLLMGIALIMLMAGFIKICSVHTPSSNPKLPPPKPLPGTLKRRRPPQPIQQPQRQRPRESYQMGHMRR
ssDAF-12 act = S. stercoralis DAF-12 nuclear receptor activators, primary screen, cell-based, luminescence, HEK293, GRIP1 co-expression, lit1-tk-luc | 370,000 tested, 1% active | activation, % at 6.8 µM | HEK293 ssDAF-12/GRIP1 lit1-tk-luc reporter; % of 3 µM dafachronic acid response | AID 652126, 2013 | Nuclear hormone receptor DAF-12 (Strongyloides stercoralis);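 active = activation above the mean over all tested compounds plus 3 SD, cut at about 0.9% in these data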;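 note: 0% = DMSO-only wells and 100% = 3 µM delta7-dafachronic acid wells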
SMARCA2 activ = SMARCA2 (BRM) function activators, primary screen, cell-based, luminescence, high throughput; MG213 cells, MMTV-luciferase reporter, dexamethasone, overnight; activation, % at 9.1 µM; 370,000 tested, 1% active; AID 652017, 2013; in the data active = activation above about 7.8%;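 note: 0% = vehicle wells and 100% = reference activator wells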
ADAM17 inh = ADAM17 inhibitors, primary screen, biochemical, QFRET; recombinant ADAM17, EDANS/DABCYL FRET peptide cleavage; inhibition, % at 6.95 µM; 370,000 tested, 0.83% active; AID 720648, 2013;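 active = inhibition above the mean of compounds lying between control limits plus 3 SD, set per campaign, cut at about 8.5% in these data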;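 note: 0% = DMSO-only wells as the low control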
PG9 binder = binders of HIV-1 gp120 antibody PG9, primary screen, biochemical, TR-FRET; HIV-1 gp120 / PG9 antibody interaction; AID 624416, 2012; TR-FRET gp120-PG9 antibody binding; inhibition, % at 6.7 µM; 360,000 tested, 0.43% active; in the data active = inhibition above about 8.5%
Numbers without * were called inactive; i = inactive; · = no result given.

SMILES	DAX1 inh-1	GC-A act	DAX1 inh-2	GAA850 FXN act	hcDAF-12 act	hgDAF12 agonist	ADAM10 inh	ssDAF-12 act	SMARCA2 activ	ADAM17 inh	PG9 binder
Cn1c(N)c(C(=O)COC(=O)c2ccccc2C(F)(F)F)c(=O)n(C)c1=O	-0.2	2	0.8	2.9	-0.4	-1.9	0	0.1	-2	0	-2.5
O=C(Nc1nccs1)c1cn(-c2ccccc2)nc1-c1ccncc1	-2.6	0	-1.9	-1.8	-2.9	-2.7	-36	-1.4	-3	-15	-6.2
O=S(=O)(c1cnc[nH]1)N1CCc2ccccc21	-0.1	-4	1.1	1.1	2.0	-0.1	7	-0.2	0	1	-0.4
Cc1cc(C)n2c(SCC(=O)Nc3c(C)n(C)n(-c4ccccc4)c3=O)nnc2n1	0.3	4	0.2	-2.1	-0.1	1.2	-20	-1.5	-5	-8	2.0
CCCCOC(=S)NC(=O)c1sc2ccccc2c1Cl	-0.1	4	0.9	-0.6	1.2	1.5	-45	-0.8	-4	-15	3.7
CCOCCOC(=O)C1=C(C)N(C)C(=O)NC1c1ccccc1Cl (stereo not drawn)	-0.4	5	-0.8	-1.4	-2.5	-0.1	-11	-1.3	-2	-1	1.2
CC1CCCC(N2C(=O)NC(NC(=O)c3ccco3)(C(F)(F)F)C2=O)C1C (stereo not drawn)	-1.7	-3	0.1	2.1	-1.1	-1.6	4	-1.4	-4	1	0.6
CN(CC(=O)Nc1ccc(F)cc1)C(=O)COC(=O)CN1C(=O)NC2(CCCC2)C1=O	0.7	2	-0.2	1.2	5.8*	-0.3	4	-0.7	1	-3	-3.0
Cc1sc2ncnc(N3CCC(C(=O)NCC(=O)Nc4ccc(F)c(F)c4)CC3)c2c1C	-4.0	-1	-1.5	-0.5	-2.0	-5.7	3	-1.6	-4	3	1.2
CCCCn1c(N)c(N(CCC(C)C)C(=O)C2=COCCO2)c(=O)[nH]c1=O	-0.1	-1	-0.3	3.9	-2.4	0.4	-11	-1.5	-3	-6	0.2
Cc1cccnc1NC(=O)NC(=O)c1ccc(C(C)(C)C)s1	1.2	-3	-0.1	3.8	-0.3	2.5	-1	-0.6	1	-1	-0.8
Cc1cc(C)nc(NS(=O)(=O)c2ccc(NC(=O)CN3C(=O)C4CC=CCC4C3=O)cc2)n1 (stereo not drawn)	0.5	2	0.3	0.1	-1.7	-1.4	-10	-1.4	-2	-7	2.2
COC(=O)C1=C(C)N(c2cccc(Cl)c2)C(=O)C1	-0.2	1	0.5	-2.9	-0.7	1.6	14	-1.2	-5	9	-2.0
COc1ccc(N(C)C(=O)Cc2c(C(=O)O)[nH]c3ccccc23)cc1	-0.3	-3	0.1	1.5	1.5	1.1	9	-0.8	2	0	0.5
Cc1ccc(S(=O)(=O)N(CC(=O)NCc2ccccn2)c2ccc(Cl)cc2)cc1	1.2	-4	1.1	-2.0	1.1	-1.4	2	-1.0	-2	0	-0.7
CCOc1ccccc1CSc1nc2ccccc2[nH]1	-1.0	-2	-2.2	-1.1	0.4	2.0	0	-1.4	2	-3	0.0
CCc1c(C)sc(NC(=O)c2cc(CC(C)C)on2)c1C#N	1.8	4	1.3	0.6	1.0	1.5	-5	-1.0	-2	-5	-1.2
CCOc1ncccc1C(=O)Nc1cccc(S(=O)(=O)N2CCOCC2)c1	0.8	7	-0.2	2.3	-2.1	-2.1	-6	-1.7	-2	-3	-0.3
CC1(c2cccc(Br)c2)NC(=O)N(CC(=O)NCCC2=CCCCC2)C1=O (stereo not drawn)	-0.4	-2	1.4	-0.6	0.1	-4.1	0	-0.8	-3	-2	-0.4
CCCCCOc1ccc(C(=O)C(c2ccccc2)N2CCOCC2)cc1 (stereo not drawn)	-0.9	-4	-0.2	2.3	1.9	1.8	10	-1.7	-4	5	0.2
C=CCN1c2ccc(Br)cc2C(=O)CS1(=O)=O	0.3	1	1.1	-1.9	3.5	7.6	5	-0.5	4	1	-2.8
COc1cc(NC(=O)Cn2c(=O)n(CC3CCCO3)c(=O)c3cc(OC)c(OC)cc32)cc(OC)c1 (stereo not drawn)	-0.8	1	0.5	-2.2	-0.2	-5.2	-115	-1.1	-2	-30	2.7
Cc1ccc(S(=O)(=O)N2C[C@@H]3[C@H]4CC[C@H](C4)[C@@H]3[C@@H](C)[C@@H]2c2ccco2)cc1	0.4	2	-0.8	0.1	-0.1	0.3	-7	-1.2	-5	3	1.7
O=S(=O)(Nc1cccc(-c2cn3cccnc3n2)c1)c1ccc(Cl)cc1	0.1	-5	0.9	3.8	-1.3	-1.9	i	-0.1	-2	-328	0.0
Cc1c(NS(=O)(=O)c2ccc(Cl)c(C(=O)OC(C)C(=O)NCc3ccco3)c2)c(=O)n(-c2ccccc2)n1C (stereo not drawn)	-1.0	2	-1.1	-2.0	-0.9	-3.3	-4	-1.1	2	0	-1.1
OCC1OC(O)CC(O)C1O (stereo not drawn)	0.2	6	3.5	-1.1	-2.1	2.5	-2	-1.0	0	-1	-0.7
CC(=O)C1=C(O)C(=O)N(c2nnn(C)n2)C1c1cccs1 (stereo not drawn)	-0.7	1	2.0	0.2	-0.6	0.4	2	0.0	0	0	0.6
CN(C)CCCN1c2ccc(O)cc2Sc2ccc(Cl)cc21	-0.7	-29	0.8	0.1	-1.7	0.5	-10	-1.0	-6	1	-6.8
COC(=O)Cn1c(=O)n(CCc2ccccc2)c(=O)c2c3c(sc21)CCCC3	-0.6	10	-0.3	0.2	2.5	1.1	8	-0.9	-2	2	-0.9
CC(OC(=O)/C=C/c1ccc2ccccc2n1)C(=O)NCc1ccccc1 (stereo not drawn)	-1.9	2	-0.6	0.8	-0.3	1.8	-11	0.0	7	-5	15*
CCOc1ccc(Nc2ccc(S(=O)(=O)N3CCOCC3)cc2[N+](=O)[O-])cc1	1.1	-5	0.3	0.1	-0.9	4.2	-3	-0.8	-2	-3	-1.7
O=C(Cn1nnc(-c2ccncc2)n1)Nc1ccc(Cl)cc1	-0.7	-1	·	·	-3.1	1.1	8	-0.8	-6	4	·
C[C@H](NC(N)=O)C(=O)OCC(=O)NCc1cccs1	0.0	4	-0.5	0.3	-1.1	-0.8	-2	-1.2	-2	-6	-0.2
CCC(C)Sc1nc(O)cc(=O)[nH]1 (stereo not drawn)	-0.2	4	0.3	2.3	1.0	-1.8	4	-0.1	-2	-1	-0.1
Cc1cc(C(=O)NC(C)c2ccc3c(c2)OCO3)cs1 (stereo not drawn)	-0.8	1	-1.7	-2.8	-0.5	0.9	8	-1.3	-1	1	1.4
Cc1ccc(CNC(=O)COC(=O)c2cc(C)oc2C)cc1	0.1	5	0.5	0.9	-1.7	2.3	-9	-1.0	-3	-2	1.6

Some of these compounds in order of their number in hcDAF-12 act, rising:
structure,hcDAF-12 act
OCC1OC(O)CC(O)C1O (stereo not drawn),-2.1
CC(=O)C1=C(O)C(=O)N(c2nnn(C)n2)C1c1cccs1 (stereo not drawn),-0.6
CC(OC(=O)/C=C/c1ccc2ccccc2n1)C(=O)NCc1ccccc1 (stereo not drawn),-0.3

Remaining list, next part
SMILES	DAX1 inh-1	GC-A act	DAX1 inh-2	GAA850 FXN act	hcDAF-12 act	hgDAF12 agonist	ADAM10 inh	ssDAF-12 act	SMARCA2 activ	ADAM17 inh	PG9 binder
Cc1csc(NC(=O)C2C3C=CC(C3)C2C(=O)O)n1 (stereo not drawn)	0.8	-1	0.1	1.7	-0.7	3.7	3	-1.2	0	-3	-3.4
CC(C)C[C@H](N)c1nnc(SCc2ccc(Cl)cc2)o1	0.0	0	-0.1	1.6	-1.1	0.5	1	-1.6	2	1	-0.6
Cc1ccc(CN(C(=O)Cn2nnc3ccccc32)C(C(=O)NCc2ccco2)c2cccs2)cc1 (stereo not drawn)	-0.3	-9	0.3	-3.3	-0.3	-0.3	4	-0.6	-3	-3	-1.8
c1ccc(-c2csc(Nc3ccccn3)n2)cc1	2.3	16	3.4	5.3	14*	18*	4	2.7*	-1	1	1.5
N/C(CCN1CCOCC1)=N/O	-0.3	2	0.6	0.1	-1.4	0.0	3	-1.3	4	-1	-3.0
Cc1[nH]c2ccc(C(=O)OC(C)C(=O)N(C)C3CCCCC3)cc2c1C (stereo not drawn)	-2.2	-4	-0.3	0.4	-2.1	-2.5	3	-0.9	-2	2	2.1
Cc1ccc(-n2c(SCC(=O)N3CC(=O)Nc4ccccc43)nc3ccccc3c2=O)cc1C	-1.3	-10	-1.5	-0.2	-3.2	-6.2	14	-1.6	0	4	-1.5
O=C(c1cc2ccccc2o1)N1CCN=C1SCc1cccnc1	0.1	3	-0.9	2.4	-1.2	-0.7	-9	-1.1	0	-5	0.8
CSCc1c(C(=O)NCCc2ccccn2)oc2ccccc12	-0.2	-6	-0.5	0.7	-0.7	2.9	11	-0.6	4	0	-1.3
Nc1[nH]c(C(=O)c2ccccc2)c(-c2ccc(Cl)cc2Cl)c1C(=O)c1cccs1	·	-20	·	·	-1.5	-0.2	13	-1.1	·	4	·
CC(=O)Nc1ccc(S(=O)(=O)NCC(=O)OCc2cc(=O)oc3ccc4ccccc4c23)cc1	1.6	-2	0.3	2.0	1.8	0.0	i	-0.7	-3	i	-1.1
CC(=O)OC[C@]1(OC(C)=O)C[C@@]23CC[C@H]4[C@@](C)(CCC[C@@]4(C)C(=O)O)[C@@H]2CC[C@@H]1C3	-0.6	0	0.2	-0.8	-0.7	0.6	4	-1.3	0	1	0.1
C=CCN1C(=O)C2(C(C(=O)c3ccc(C)o3)=C(O)C(=O)N2CCCN2CCOCC2)c2ccccc21 (stereo not drawn)	-0.2	0	1.2	1.3	-1.0	0.0	-8	-1.0	-8	1	5.4

Structures from the list above containing bromine (2):
SMILES	DAX1 inh-1	GC-A act	DAX1 inh-2	GAA850 FXN act	hcDAF-12 act	hgDAF12 agonist	ADAM10 inh	ssDAF-12 act	SMARCA2 activ	ADAM17 inh	PG9 binder
CC1(c2cccc(Br)c2)NC(=O)N(CC(=O)NCCC2=CCCCC2)C1=O (stereo not drawn)	-0.4	-2	1.4	-0.6	0.1	-4.1	0	-0.8	-3	-2	-0.4
C=CCN1c2ccc(Br)cc2C(=O)CS1(=O)=O	0.3	1	1.1	-1.9	3.5	7.6	5	-0.5	4	1	-2.8

Screening results: PubChem BioAssay, several laboratories
